TSG101-PTAP inh – blocks PTAP/TSG101 interaction to inhibit HIV-1 budding. Q99816. Potency, µM (doses to about 115 µM), inactives show at the highest dose activity change, negative = inhibition, actives largely listed as inhibitors. Fluorescence polarization, FITC-PTAP peptide / Tsg101 binding. 340,000 tested, under 10 active. AID 493005; active means well fitted inhibition curve with a large enough effect in the main read-out, with a control signal flat, not every such curve was filed as active; inconclusive means small, poorly fitted or top-dose-only effect, or effect the other way, or a change in a side signal; inactive means no such curve, though single readings can be large or run the other way; further: potency means the concentration at half of the fitted maximal effect; % of control where 0% means no effect
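Fluorescence anisotropy tracks displacement of a FITC-tagged PTAP peptide (50 nM) from the Tsg101 binding domain (10 uM), following a 20 min room-temperature incubation at pH 7.5.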
p53 reactivator – mutant p53 re-activation in reporter cells; 0.063% of 320,000 active; Potency, µM (series often up to 92.2 µM), inactives show top-dose activity change, positive = activation, most hits filed as activators; AID 504706; H1299 p53-A138V BP100-luciferase reporter, luminescence, 24 h; further: potency means the concentration at half of the fitted maximal effect; % of control where 0% means no effect; nearly all actives have a fitted effect of over 45% in size
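p53-null H1299 cells stably carrying temperature-sensitive p53-A138V and a BP100-luciferase reporter were pinned with compounds (4-point, 1:5 series) and held 24 hrs at 37 deg C. Luminescence was read 10 min after detection reagent.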
ELG1 genotoxic – induces genotoxicity in HEK293T cells with luciferase-tagged ELG1; HEK293T ELG1-luciferase reporter, luminescence, 16 h; 1.3% of 330,000 active; Potency, µM (series often up to 46 µM), for the others: at the top dose activity change, positive = activation, actives largely listed as activators; further: potency means the concentration at half of the fitted maximal effect; % of control where 0% means no effect; nearly all actives have a fitted effect of over 60% in size
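16 hr compound incubation (37 °C, 5% CO2) of HEK293T cells carrying luciferase-tagged ELG1; luciferase then measured by ONE-Glo luminescence after 30 min at RT.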
B2AR arrestin – recruits beta-arrestin to the human beta2-adrenergic receptor. 0.02% of 330,000 active. P07550. beta-arrestin recruitment to beta2AR, cell-based reporter. Potency, µM (series often up to 46.1 µM), for inactives: at the top dose activation, actives largely listed as activators. AID 492947;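 further: potency means the concentration at half of the fitted maximal effect; 0% = DMSO controls and full agonism = EC100 isoproterenol or metaproterenol; nearly all actives have a fitted effect of over 65% in size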
Target sequence (P07550 whole entry, looked up): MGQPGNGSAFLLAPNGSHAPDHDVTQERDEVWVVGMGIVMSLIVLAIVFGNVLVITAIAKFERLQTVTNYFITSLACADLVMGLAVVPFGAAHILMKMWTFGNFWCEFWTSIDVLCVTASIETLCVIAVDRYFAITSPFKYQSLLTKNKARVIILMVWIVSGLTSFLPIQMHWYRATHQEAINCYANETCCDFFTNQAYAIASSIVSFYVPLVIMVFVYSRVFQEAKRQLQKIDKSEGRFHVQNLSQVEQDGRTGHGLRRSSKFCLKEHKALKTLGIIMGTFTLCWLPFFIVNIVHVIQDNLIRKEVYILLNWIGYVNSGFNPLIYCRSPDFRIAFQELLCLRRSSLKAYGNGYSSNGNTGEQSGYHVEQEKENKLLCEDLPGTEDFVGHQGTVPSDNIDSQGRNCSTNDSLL
uPA surface inh – cell surface uPA generation inhibition; 0.31% of 330,000 active; Potency, µM (series often up to 38.3 µM), without a hit: at the highest dose activity change, negative = inhibition, actives largely listed as inhibitors; cell surface uPA generation assay, qHTS; active means well fitted inhibition curve with a large enough effect; inconclusive means small, poorly fitted or top-dose-only effect; inactive means no such curve, though single readings can be large or run the other way; tested in mouse RAW 264.7 cells; further: potency means the concentration at half of the fitted maximal effect; on the % scale 0 is the no-effect control and ±100 the full control effect; nearly all actives have a fitted effect of over 55% in size
Eya2 inh – blocks the phosphatase activity of human Eya2; O00167; recombinant Eya2, OMFP fluorescence dephosphorylation (OMFP is methylfluorescein phosphate); Potency, µM (top dose mostly 76.9 µM), without a hit: at the highest dose activity, negative = inhibition, usual class: inhibitors; 0.006% of 330,000 active; AID 488837; further: potency means the concentration at half of the fitted maximal effect; on the % scale 0 is the no-effect control and ±100 the full control effect
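Eya2 protein (added as 0.2 uM solution) was preincubated with compound for 10 min at ambient temperature in 50 mM HEPES pH 7.5, 50 mM NaCl, 5 uM MgCl2, 0.05% BSA, 1 mM DTT. OMFP (added at 50 uM) then reacted 10 min; fluorescence read at 485/525 nm.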
USP2a inh – USP2a (human) protease inhibition. AID 463254. USP2 core, Ub-CHOP2 coupled fluorogenic reporter, 485/531. 0.01% of 330,000 active. Potency, µM (doses to about 38.3 µM), without a hit: top-dose activity change, negative = inhibition, most hits filed as inhibitors;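 further: potency means the concentration at half of the fitted maximal effect; plate controls were DMSO wells for no effect and full inhibition by NEM control for full effect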
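Deubiquitinase activity read as fluorescence (485/531 nm) after Ub-CHOP2 cleavage activates the enterokinase reporter on its substrate; USP2 core 10nM, Ub-CHOP2 and substrate 25nM each, 30min compound preincubation then 60min RT; data normalized to NEM, curves fitted.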
TRPV1 agonist – agonists of human vanilloid receptor 1 (TRPV1); AID 540275; TRPV1-expressing cells, Fluo-8 calcium influx, agonist mode; activation, % at 8.33 µM; 0.19% of 320,000 active; in the data active means activation above about 80%; inconclusive means between about 30% and that limit; further: 0% is about no effect
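Cells expressing TRPV1 were dye-loaded with Fluo-8 and read kinetically: 10 s baseline, 3 min after compound (agonist portion), then 2 min after EC20 capsaicin (allosteric enhancer portion). Calcium-bound dye fluorescence at 480/520 nm.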
BRCA1 expr act – activators of BRCA1 expression | MCF7-BRCA1-FFLuc reporter, luminescence, 48 h; response scale: scaled: vehicle 0%, 10 µM genistein 100% | AID 624202 | Potency, µM (doses to about 46.1 µM), for inactives: at the highest dose activation, actives largely listed as activators | 1.1% of 380,000 active; further: potency means the concentration at half of the fitted maximal effect; nearly all actives have a fitted effect of over 80% in size; some results filed as inactive show a strong effect at the top dose
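Luminescence from a BRCA1-driven firefly luciferase in MCF7 cells was read after 48 h compound exposure at 37 C. Data normalized against DMSO and a 10microM genistein activation control, then curve-fitted across the titration.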
a7 integrin act – activates integrin-mediated alleviation for muscular dystrophy. Potency, µM (doses to about 38.3 µM), for the others: top-dose activation, usual class: activators. 0.064% of 350,000 active. alpha7betagal myoblasts, beta-gal FDG fluorescence, 48 h;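 further: potency means the concentration at half of the fitted maximal effect; 100% = response of the positive control SU9516; nearly all actives have a fitted effect of over 60% in size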
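alpha7betagal+/- myoblasts (passage 13, 250/well) treated 48 h at 37C with compounds at 1:260 dilution of DMSO stock. Lysed, then beta-galactosidase activity read as FDG fluorescence (ex 480/em 540) after 30 min, with pre-read for autofluorescence.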
S-ASM inh – blocks human secretory acid sphingomyelinase. 0.006% of 340,000 active. placental ASM, HMU-PC fluorogenic substrate, 60 min. AID 504937. P17405. Potency, µM (series often up to 57.5 µM), without a hit: top-dose activity change, negative = inhibition, actives largely listed as inhibitors; further: potency means the concentration at half of the fitted maximal effect
Target sequence (P17405 47-631 limits assumed): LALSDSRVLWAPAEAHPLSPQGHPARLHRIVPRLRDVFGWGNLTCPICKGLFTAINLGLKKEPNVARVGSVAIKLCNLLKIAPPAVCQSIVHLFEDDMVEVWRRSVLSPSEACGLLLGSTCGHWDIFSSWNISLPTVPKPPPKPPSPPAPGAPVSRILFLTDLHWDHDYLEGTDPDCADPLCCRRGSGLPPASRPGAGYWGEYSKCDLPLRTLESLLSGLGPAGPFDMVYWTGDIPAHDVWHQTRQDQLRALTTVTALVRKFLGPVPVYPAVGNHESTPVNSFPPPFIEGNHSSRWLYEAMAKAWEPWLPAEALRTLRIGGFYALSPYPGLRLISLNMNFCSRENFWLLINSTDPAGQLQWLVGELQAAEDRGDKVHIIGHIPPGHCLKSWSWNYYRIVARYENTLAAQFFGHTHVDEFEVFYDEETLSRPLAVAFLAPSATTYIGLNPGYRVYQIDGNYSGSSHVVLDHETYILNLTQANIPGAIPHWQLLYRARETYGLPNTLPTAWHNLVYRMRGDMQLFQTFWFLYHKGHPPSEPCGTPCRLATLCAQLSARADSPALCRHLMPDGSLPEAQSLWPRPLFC
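Human placenta-derived ASM enzyme was preincubated with compound for 10 minutes at room temperature, then given fluorogenic substrate HMU-PC0 (9 uM final) for 60 minutes at 37 °C; a pH 10 stop preceded fluorescence reading at Ex 386/Em 447 nm.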
Starred values were filed as active, the others as inactive; ? = inconclusive; / = no result given; [ ] = another dose, or the depositor's remark. Unless noted, the call rests on the fitted dose curve; in most records, active means well fitted curve in the direction sought with a large enough effect; inconclusive means small, poorly fitted or top-dose-only effect, or another doubt; inactive means no such curve, though single readings can be large; an effect the other way counts as inactive or inconclusive.

Compound	TSG101-PTAP inh	p53 reactivator	ELG1 genotoxic	B2AR arrestin	uPA surface inh	Eya2 inh	USP2a inh	TRPV1 agonist	BRCA1 expr act	a7 integrin act	S-ASM inh
Cc1ccc(C)c(S(=O)(=O)N2CCN(c3nc(CN4CCOCC4)nc4sc(C)c(C)c34)CC2)c1	2.8%	-8.4%	-3.3%	-1.4%	?	11.3%	2.7%	?	-12.2%	-33.3%	-2.8%
COc1ccc(-c2cc(C(=O)N/N=C(\C)c3ccco3)c3ccccc3n2)c(OC)c1	-0.8%	-1.5%	-13.1%	-1.0%	-4.9%	10.6%	-1.2%	2.2	-37.3%	-11.2%	17.8%
C=COC(=O)CSc1nc(-c2cccs2)ccc1C#N	-4.5%	?	?	-0.2%	/	5.0%	0.9%	5.5	14.1%	0.3%[7.66 µM]	16.5%
CC1Cc2ccccc2N1C(=O)C1CCN(S(=O)(=O)c2cccs2)CC1 (stereo unspecified)	-1.7%	-4.8%	4.6%	0.2%	-6.2%	-4.8%	0.2%	-2.5	-0.5%	-7.3%	-4.8%
Cc1cc(C)c(CN2CCCC(CNC(=O)c3ccc(F)cc3)C2)c(-n2cccn2)c1 (stereo unspecified)	-1.4%	-3.1%	-6.6%	-0.7%	-3.7%	-13.6%	-1.1%	4.4	-1.3%	-28.6%	3.4%
Cc1ccnc(NC(=O)CCc2c[nH]c3ccccc23)c1	-6.1%	?	?	0.3%	0.8%	-9.3%	0.0%	-0.8	110.8%	-13.5%	1.6%
CC(NC(=O)NCc1cccnc1)(C(F)(F)F)C(F)(F)F	-3.5%	-5.2%	0.8%	-0.9%	1.8%	-2.1%	0.0%	29.0	2.2%	-13.9%	4.4%
CC(C)(CC(=O)O)CC(=O)NCc1c(Cl)cccc1Oc1ccccc1	-1.3%	-2.5%	0.9%	-0.3%	1.6%	7.6%	0.4%	1.3	-5.9%	-37.9%	3.5%
Nc1cccc2cc(-c3ccccc3)oc12	-8.6%	?	?	-0.2%	-14.6%	1.6%	-0.4%	2.7	?	7.1%	-6.6%
Cc1cc(C(=O)COC(=O)c2cc(O)c3ccccc3c2O)c(C)n1CC1CCCO1 (stereo unspecified)	-4.4%	22.3%	1.6%	0.0%	-2.5%	21.3%	1.9%	0.8	-49.4%	-29.3%	-0.5%
CCN(c1ccccc1)S(=O)(=O)c1cc(OC)ccc1OC	-1.7%	-6.6%	-6.1%	0.3%	/	17.4%	1.6%	5.1	-1.3%	-7.5%	3.2%
CC12CCC(=O)N1C(C(=O)Nc1nc3ccc(Cl)cc3s1)CS2 (stereo unspecified)	-15.7%	3.4%	6.4%	0.2%	-6.5%	1.7%	4.2%	2.2	30.0%	-15.6%	-4.1%
COC(=O)COc1ccc(C2NC(=O)NC(C)=C2C(=O)NCc2ccccc2)cc1OC (stereo unspecified)	-1.8%	0.3%	0.2%	0.1%	2.3%	3.4%	4.3%	-1.2	-0.5%	20.3%	1.9%
O=C(c1ccc2nc[nH]c2c1)N1CCN(S(=O)(=O)c2cccc(F)c2)CC1	-6.9%	-5.3%	-1.5%	0.1%	-4.7%	-9.0%	1.2%	-4.5	-0.9%	33.4%	3.2%
CCOc1ccccc1OCCn1nc2ccccc2n1	0.5%	-2.7%	6.6%	-0.3%	-0.4%	11.8%	0.9%	1.4	4.9%	6.0%	0.9%
COc1ccc(-n2nc(C(=O)NCC(=O)NCCCN3CCOCC3)c3ccccc3c2=O)cc1OC	-4.4%	-5.4%	-0.4%	0.1%	-3.7%	-0.3%	0.2%	0.5	0.0%	-14.9%	-4.0%
Cc1ccc(NS(=O)(=O)c2ccccc2)c2c1CC(C)(C)O2	-3.5%	-6.9%	-4.9%	0.5%	3.6%	-3.3%	3.1%	-0.6	0.0%	15.9%	1.6%
CC[N+]1(C)CCC(O)(/C=C/c2ccccc2)C(C(=O)/C=C/c2ccccc2)C1 (stereo unspecified)	1.0%	/	/	/	18.5%	/	/	/	-87.5%	-52.3%[inhibitor]	-3.5%
O=C(CCCN=C1NS(=O)(=O)c2ccccc21)OCc1ccc(F)cc1	-2.6%	-2.4%	-3.6%	-0.2%	13.4%	/	-0.5%	?	-18.1%	21.3%	-3.7%
O=C(COC(=O)c1ccco1)NCc1ccccc1Cl	0.1%	-0.1%	3.7%	0.6%	-1.8%	6.8%	0.2%	-0.4	-10.6%	?	3.2%
COc1ccc(NS(=O)(=O)c2cc(NC(=O)c3ccc(F)cc3)ccc2OC)cc1	-2.1%	-14.1%	-11.6%	3.2%	-1.6%	-3.9%	0.6%	15.3	-12.7%	-12.1%	-7.1%
COc1ccc(N2CCN(c3c(S(=O)(=O)c4ccccc4)cnc4ccc(OC)cc34)CC2)cc1	-2.8%	1.7%	-7.4%	0.0%	-1.8%	-2.2%	3.8%	-0.5	-23.8%	0.0%	-16.5%
CCCSc1ccc([C@H]2N[C@@](C)(C(=O)OC)[C@H]3C(=O)N(CC)C(=O)[C@@H]23)cc1	-0.9%	-0.1%	2.8%	0.0%	-3.2%	10.9%	-2.0%	/	0.0%	-4.9%	-3.1%
Cc1cc(Br)ccc1NC(=O)c1sc2ncn(CC(=O)N3CCN(c4ccccn4)CC3)c(=O)c2c1C	0.4%	-3.7%	-8.5%	0.1%	-4.5%	0.0%	2.6%	0.8	-17.4%	-5.4%	?
CCn1c(SCC(=O)n2nc(C)cc2C)nnc1-c1ccc2c(c1)OCO2	-2.8%	9.0%	8.9%	0.1%	0.7%	1.1%	1.8%	/	1.9%	-11.0%	1.2%

Further structures follow.
Compound	TSG101-PTAP inh	p53 reactivator	ELG1 genotoxic	B2AR arrestin	uPA surface inh	Eya2 inh	USP2a inh	TRPV1 agonist	BRCA1 expr act	a7 integrin act	S-ASM inh
COc1cccc(CNC(=O)C2CCN(S(=O)(=O)N3CCC(C)CC3)CC2)c1	-1.1%	0.5%	-4.3%	0.3%	3.1%	0.7%	5.1%	-4.6	1.6%	-11.6%	2.5%
O=C(CSc1nncc2ccccc12)Nc1ccc(F)cc1	-0.2%	2.7%	-11.0%	-1.2%	-2.5%	-0.5%	1.0%	1.1	-21.0%	-42.1%	-2.9%
O=C(c1cc(S(=O)(=O)N2CCOCC2)ccc1F)N1CCc2ccccc21	-2.3%	-6.0%	-4.1%	-2.4%	2.1%	-12.5%	-0.1%	/	-28.6%	-3.9%	-1.9%
CC1(C)CC(=O)C=C(c2ccc3[nH]ccc3c2)C1	1.4%	/	/	/	-4.4%	/	/	/	76.7%	-19.7%	1.0%
COc1ccc(Cl)cc1NC(=O)CN(C)C(=O)c1cc2c(F)cccc2s1	0.5%	-5.6%	-3.8%	0.3%	6.31µM*	-6.0%	0.7%	2.9	-78.5%	0.0%	-11.8%
COc1ccc(Nc2nc(N)nc(CN3CCN(c4ccccn4)CC3)n2)cc1	-2.8%	/	/	/	-11.6%	/	/	-2.3	-10.6%	-24.3%	0.4%
COC(=O)c1ccc(S(=O)(=O)NCc2cccc(OC)c2)n1C	-0.8%	-4.0%	0.1%	-0.5%	1.6%	10.1%	1.1%	1.3	-3.7%	0.0%	-1.6%

Random excerpt: five entries already listed, in no set order.
Compound	TSG101-PTAP inh	p53 reactivator	ELG1 genotoxic	B2AR arrestin	uPA surface inh	Eya2 inh	USP2a inh	TRPV1 agonist	BRCA1 expr act	a7 integrin act	S-ASM inh
O=C(CSc1nncc2ccccc12)Nc1ccc(F)cc1	-0.2%	2.7%	-11.0%	-1.2%	-2.5%	-0.5%	1.0%	1.1	-21.0%	-42.1%	-2.9%
COc1ccc(Nc2nc(N)nc(CN3CCN(c4ccccn4)CC3)n2)cc1	-2.8%	/	/	/	-11.6%	/	/	-2.3	-10.6%	-24.3%	0.4%
COC(=O)c1ccc(S(=O)(=O)NCc2cccc(OC)c2)n1C	-0.8%	-4.0%	0.1%	-0.5%	1.6%	10.1%	1.1%	1.3	-3.7%	0.0%	-1.6%
CC1(C)CC(=O)C=C(c2ccc3[nH]ccc3c2)C1	1.4%	/	/	/	-4.4%	/	/	/	76.7%	-19.7%	1.0%
O=C(c1cc(S(=O)(=O)N2CCOCC2)ccc1F)N1CCc2ccccc21	-2.3%	-6.0%	-4.1%	-2.4%	2.1%	-12.5%	-0.1%	/	-28.6%	-3.9%	-1.9%

Screens deposited in PubChem BioAssay by National Center for Advancing Translational Sciences (NCATS).
